Tb PFK inh: T. brucei PFK enzyme inhibition; T. brucei PFK, ADP-Glo luminescence; 330,000 compounds, 0.17% hits; O15648; Potency, µM (doses to about 57.5 µM), for the others: top-dose activity, negative = inhibition, most hits filed as inhibitors;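 note: potency is the fitted concentration of half-maximal effect; 0% = uninhibited 1x PFK enzyme wells and -100% = no-enzyme wells; nearly all actives have a fitted effect of over 60% in size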
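PFK 1.25 nM, F6P 0.5 mM, ATP 0.1 mM, 0.1 M TEA pH 8.0, 5 mM MgCl2, 0.01% Tween20, 0.1% BSA; 45 min RT. ADP-Glo readout. qHTS titration up to 57 uM; curves fitted, compounds curve-classed.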
Eya2 inh: Eya2 (human) phosphatase inhibition. O00167. recombinant Eya2, OMFP fluorescence dephosphorylation (OMFP is methylfluorescein phosphate). AID 488837. 330,000 compounds, 0.006% hits. Potency, µM (series often up to 76.9 µM), for the others: at the highest dose activity, negative = inhibition, hits mostly inhibitors; note: potency is the fitted concentration of half-maximal effect; % is set by controls: 0 for no effect and ±100 for the full control effect
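Eya2 protein (added as 0.2 uM solution) was preincubated with compound for 10 min at ambient temperature in 50 mM HEPES pH 7.5, 50 mM NaCl, 5 uM MgCl2, 0.05% BSA, 1 mM DTT. OMFP (added at 50 uM) then reacted 10 min; fluorescence read at 485/525 nm.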
BCR signal inh: chronic active BCR signaling inhibition; 340,000 compounds, 0.05% hits; Potency, µM (top dose mostly 46.1 µM), for the others: at the top dose ratio change, negative = lower green/red ratio, hits mostly inhibitors; ABC-DLBCL IkBa-CBG/CBR reporter, luminescence ratio, 4 h; active = well fitted inhibition curve with a large enough effect in the signal ratio, with a control signal flat, not every such curve was filed as active; inconclusive = small, poorly fitted or top-dose-only effect, or effect the other way, or a change in a side signal; the % refers to the signal ratio;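 note: potency is the fitted concentration of half-maximal effect; plate controls were basal doxycycline-induced cells for no effect and cells given 10 µM MG132 for full effect; MG132 reads +100%, hits lower the ratio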
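TMD8 ABC-DLBCL cells carrying doxycycline-inducible green luciferase fused to IkappaBalpha plus unfused red luciferase were exposed to compounds (up to 46 uM) for 4 hrs at 37C. Activity came from the overlap-corrected green/red luminescence ratio.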
B2AR arrestin: agonists driving beta-arrestin recruitment to human beta2-adrenergic receptor. beta-arrestin recruitment to beta2AR, cell-based reporter. Potency, µM (series often up to 46.1 µM), for the others: at the top dose activation, usual class: activators. 330,000 compounds, 0.02% hits. AID 492947;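 note: potency is the fitted concentration of half-maximal effect; 0% = DMSO controls and full agonism = EC100 isoproterenol or metaproterenol; nearly all actives have a fitted effect of over 65% in size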
Target sequence (P07550 whole entry, looked up): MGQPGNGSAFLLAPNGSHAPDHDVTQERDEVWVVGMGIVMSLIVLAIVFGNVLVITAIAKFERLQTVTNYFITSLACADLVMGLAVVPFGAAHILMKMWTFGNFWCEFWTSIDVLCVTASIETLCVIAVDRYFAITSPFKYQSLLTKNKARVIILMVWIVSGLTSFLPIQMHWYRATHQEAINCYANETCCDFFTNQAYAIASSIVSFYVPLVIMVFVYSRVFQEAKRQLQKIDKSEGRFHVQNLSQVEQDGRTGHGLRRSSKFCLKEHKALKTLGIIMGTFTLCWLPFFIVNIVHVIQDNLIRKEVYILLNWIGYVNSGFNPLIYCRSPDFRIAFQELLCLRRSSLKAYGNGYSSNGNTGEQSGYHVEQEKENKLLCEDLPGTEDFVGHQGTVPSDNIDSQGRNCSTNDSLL
USP2a inh: USP2a (human) protease inhibition; O75604; USP2 core, Ub-CHOP2 coupled fluorogenic reporter, 485/531; Potency, µM (doses to about 38.3 µM), inactives show at the top dose activity change, negative = inhibition, usual class: inhibitors; 330,000 compounds, 0.01% hits; AID 463254;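 note: potency is the fitted concentration of half-maximal effect; plate controls were DMSO wells for no effect and full inhibition by NEM control for full effect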
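USP2 core (10nM final) preincubated 30min RT with compound in 20mM Tris-HCl pH 8.0, 2mM CaCl2, 2mM beta-mercaptoethanol, 0.05% CHAPS; 25nM Ub-CHOP2 plus 25nM reporter substrate added, fluorescence (Ex485/Em531) read after 60min.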
uPA generation: inhibitors of cell surface uPA generation. cell surface uPA generation assay, qHTS. Potency, µM (doses to about 38.3 µM), for inactives: at the highest dose activity change, negative = inhibition, actives largely listed as inhibitors. 330,000 compounds, 0.31% hits. AID 540303; active = well fitted inhibition curve with a large enough effect; inconclusive = small, poorly fitted or top-dose-only effect; inactive = no such curve, though single readings can be large or run the other way; tested in mouse RAW 264.7 cells; note: potency is the fitted concentration of half-maximal effect; % is set by controls: 0 for no effect and ±100 for the full control effect; nearly all actives have a fitted effect of over 55% in size
TSHR antagonist: blocks TSH signaling through the human TSH receptor; P16473; activity change, negative = inhibition, % at 11.5 µM; TSHR-expressing cells, TSH-stimulated cAMP HTRF, 2 h; active compounds read low; 330,000 compounds, 0.2% hits; AID 504810;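 active = activity change below a set negative limit, meaning inhibition stronger than a set level, cut at about -70% in these data; inconclusive = activity change between two set negative limits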; note: % is set by controls: 0 for no effect and ±100 for the full control effect
Target sequence (P16473 whole entry, looked up): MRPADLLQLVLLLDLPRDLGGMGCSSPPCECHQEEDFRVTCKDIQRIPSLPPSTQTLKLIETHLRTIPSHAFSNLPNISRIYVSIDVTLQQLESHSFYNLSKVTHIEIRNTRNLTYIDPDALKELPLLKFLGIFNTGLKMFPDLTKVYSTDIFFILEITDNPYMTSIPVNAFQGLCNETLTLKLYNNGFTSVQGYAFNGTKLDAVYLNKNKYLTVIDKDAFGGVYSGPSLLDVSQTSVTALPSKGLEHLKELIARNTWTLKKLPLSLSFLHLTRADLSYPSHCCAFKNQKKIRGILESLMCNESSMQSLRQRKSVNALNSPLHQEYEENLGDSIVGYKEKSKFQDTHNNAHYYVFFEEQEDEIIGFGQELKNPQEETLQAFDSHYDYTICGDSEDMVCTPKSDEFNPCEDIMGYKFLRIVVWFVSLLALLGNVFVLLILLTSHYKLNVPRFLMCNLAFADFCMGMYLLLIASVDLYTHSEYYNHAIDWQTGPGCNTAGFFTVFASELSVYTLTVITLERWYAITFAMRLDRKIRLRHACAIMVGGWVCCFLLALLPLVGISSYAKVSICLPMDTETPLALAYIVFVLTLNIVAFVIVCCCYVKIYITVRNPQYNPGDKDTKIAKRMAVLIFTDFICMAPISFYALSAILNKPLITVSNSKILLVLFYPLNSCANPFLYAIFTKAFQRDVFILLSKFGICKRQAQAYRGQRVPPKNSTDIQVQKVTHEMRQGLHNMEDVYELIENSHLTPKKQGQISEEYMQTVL
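Inhibition of cAMP made by TSHR-expressing cells under TSH stimulation (4nM final, EC80; 2 h, 37 deg C) is quantified with a one-step lysis HTRF kit, anti-cAMP cryptate versus cAMP-d2.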
PTAP TSG101 blk: blocks PTAP/TSG101 interaction to inhibit HIV-1 budding | Q99816 | Fluorescence polarization, FITC-PTAP peptide / Tsg101 binding | Potency, µM (top dose mostly 115 µM), for the others: top-dose activity change, negative = inhibition, usual class: inhibitors | 340,000 tested, under 10 active | AID 493005; active = well fitted inhibition curve with a large enough effect in the main read-out, with a control signal flat, not every such curve was filed as active; inconclusive = small, poorly fitted or top-dose-only effect, or effect the other way, or a change in a side signal; inactive = no such curve, though single readings can be large or run the other way; note: potency is the fitted concentration of half-maximal effect; % of control where 0% means no effect
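Fluorescence anisotropy tracks displacement of a FITC-tagged PTAP peptide (50 nM) from the Tsg101 binding domain (10 uM), following a 20 min room-temperature incubation at pH 7.5.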
Mito fusion act: blocks mitochondrial division or promotes mitochondrial fusion; 320,000 compounds, 0.23% hits; S. cerevisiae fusion-defective mutant growth rescue, CellTiterGlo 48 h; Potency, µM (top dose mostly 46.1 µM), without a hit: top-dose growth rescue (activation), actives largely listed as activators;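 note: potency is the fitted concentration of half-maximal effect; % of control where 0% means no effect; nearly all actives have a fitted effect of over 45% in size; temperature-sensitive fusion mutants such as fzo1-1 at 37 °C on non-fermentable ethanol glycerol medium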
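Temperature-sensitive fusion-defective S. cerevisiae (e.g. fzo1-1, mgm1-5) were grown with compound in YPEG medium (3% ethanol, 3% glycerol) for 48 hours at 37C. Growth rescue was measured as viability by CellTiterGlo luminescence after 10 minutes at ambient.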
TCR activator: T cell receptor activation; primary human leukocytes, anti-CD3, IL-2 HTRF, 48 h; Potency, µM (titrated, usually from 9.22 µM), for inactives: at the top dose activation of IL-2 secretion, hits mostly activators; 330,000 tested, under 10 active; note: % of control where 0% means no effect
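HTRF read-out of IL-2 secretion: europium cryptate donor excited at 320nm, d2 acceptor emission at 665nm. Cells were primary human leukocytes incubated 48 hr with compounds and a-CD3 beads, supplying TCR signal only.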
ELG1 repair inh: inhibitors of ELG1-dependent DNA repair in HEK293T cells | HEK293T ELG1-luciferase reporter, luminescence, 16 h; DNA damage induced by 5-fluorouridine | Potency, µM (titrated, usually from 46.1 µM), for the others: at the highest dose activity change, negative = inhibition, usual class: inhibitors | 330,000 compounds, 2.3% hits | AID 504467; note: potency is the fitted concentration of half-maximal effect; % is set by controls: 0 for no effect and ±100 for the full control effect; nearly all actives have a fitted effect of over 55% in size
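In this reporter screen, reduction of luminescence relative to DMSO vehicle indicated activity. Compounds and 5-fluorouridine were added together to 2,000 cells per well, incubated for 16 hr at 37 °C, then developed with ONE-Glo.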
Starred values were filed as active, the others as inactive; u = inconclusive; x = no result given; [ ] = remark or other dose. Unless noted, calls come from the whole dose curve; as a rule, active = well fitted curve in the direction sought with a large enough effect; inconclusive = small, poorly fitted or top-dose-only effect, or another doubt; inactive = no such curve, though single readings can be large; an effect the other way counts as inactive or inconclusive.

SMILES	Tb PFK inh	Eya2 inh	BCR signal inh	B2AR arrestin	USP2a inh	uPA generation	TSHR antagonist	PTAP TSG101 blk	Mito fusion act	TCR activator	ELG1 repair inh
CN1C(=O)C(Cl)(Cl)C(=O)c2ccccc21	6%	-16%	u	3.1%	1%	-17%	4	7%	-7%	-6%[46.1 µM]	u
C#CCNC(=O)C1=C[C@@H](C2CC2)C[C@@H](OCc2ccc(CO)cc2)O1	4%	-4%	1%	0.5%	3%	3%	-2	x	1%	-3%	-15%
COc1ccc(S(=O)(=O)N2CCN=C2SCc2cccnc2)cc1	-1%	8%	u	0.0%	9%	0%	-5	7%	7%	0%	-13%
Cc1nc(NC(=O)/C=C/c2ccccc2)sc1C(=O)Nc1ccccc1	0%	-15%	u	-0.3%	1%	-2%	-4	-5%	2%	-2%	0%
C/C(=N\NC(=O)CC#N)c1ccc(Oc2ccccc2)cc1	-9%	1%	-3%	0.1%	1%	13%	4	-2%	22%	-5%	u
COc1ccccc1CN(C)CC(=O)NC(=O)NC1CCCCC1	-4%	-16%	4%	0.0%	-1%	8%	-11	0%	3%	-2%	-2%
COc1ccc(-n2nnc3c(=O)n(CC(=O)Nc4cc(C)on4)cnc32)cc1	7%	2%	-1%	-0.4%	5%	-4%	1	-1%	0%	10%	-9%
CC1=CC(=C(C#N)C#N)C=C(C)N1Cc1ccc(Cl)cc1	3%	-12%	-1%	-0.4%	-1%	1%	-5	-4%	-1%	2%	u
Cc1ccc(NC(=S)NNC(=O)c2ccc(N3CCOCC3)c([N+](=O)[O-])c2)cc1C	7%	-6%	0%	-0.9%	-6%	-4%	18	-1%	20%	3%	4%
Cc1c(C(=O)OCC(=O)N2CC(=O)Nc3ccccc32)oc2ccc(Br)cc12	-1%	-30%	u	0.2%	2%	-1%	-2	-5%	-3%	-1%	18%
COc1ccc(C2C(=O)N(C3CCCCC3)CC(=O)N2C2CCCCC2)cc1 (configuration not stated)	-3%	-2%	u	0.0%	0%	x	-12	-8%	-2%	1%	1%
O=C(CSc1nc(-c2ccccc2)cc(=O)[nH]1)Nc1ccccn1	-1%	0%	4%	-1.5%	1%	5%	10	0%	-2%	-8%	-7%
CC(C)(C)c1nnc(NC(=O)c2cccs2)s1	-5%	3%	5%	-0.6%	8%	u	-17	0%	20%	-3%	u
CC(=O)C(=Nc1ccc(Cl)cc1Cl)NNc1cccc(Cl)c1	-13%	-31%	23%	-0.5%	3%	6%	-15	-3%	25%	-18%	u
O=C(/C=C/c1ccc(NC(=O)c2ccccc2-c2ccccc2C(=O)O)cc1)c1ccccc1	-8%	-15%	u	-0.3%	1%	11%	6	24%	-2%	x	2%
CCOC(=O)c1ccc(NC(=O)CC2OCCN(CC)C2=O)cc1 (configuration not stated)	5%	0%	-1%	-0.3%	0%	0%	5	-3%	-2%	0%	u
Cc1ccc(-c2nc(CS(=O)CC(=O)NCc3ccc4c(c3)OCO4)c(C)o2)cc1 (configuration not stated)	7%	-23%	-11%	-0.4%	-2%	u	-3	0%	-1%	1%	10%
O=C(Nc1ccccc1N1CCCC1)C1CCN(S(=O)(=O)c2cccc(C(F)(F)F)c2)CC1	-4%	-28%	4%	0.4%	1%	0%	0	-4%	15%	-7%	-8%
CCOC(=O)c1cnc2c(C)cccc2c1Nc1ccc(N2CCOCC2)cc1	-3%	7%	2%	-1.3%	1%	x	-12	x	24%	-8%[46.1 µM]	u
CC(=O)N(C(C)=O)S(=O)(=O)c1ccc(N=NN2CCOCC2)cc1	-2%	1%	2%	0.1%	3%	4%	9	-2%	-3%	1%	18%
COc1cccc(N(C(C)=O)c2nc(C)cc(C)c2C#N)c1	-7%	-9%	4%	-0.7%	1%	1%	-5	-4%	-6%	-11%	2%
Cn1c(N)c(C(=O)COC(=O)CNC(=O)c2ccccc2)c(=O)n(C)c1=O	-2%	-1%	5%	-1.4%	2%	7%	-1	-4%	x	2%	u
O=C(Cn1ccc([N+](=O)[O-])n1)NCc1cccs1	u	2%	5%	0.0%	3%	4%	-7	-5%	5%	3%	4%
Cc1c(Cl)cccc1NC(=O)CNC(=O)C1CCN(C(=O)Nc2ccccc2)CC1	-6%	7%	u	-0.1%	0%	-1%	-2	-8%	-2%	2%	3%
Cc1ccccc1CN1CCN(S(C)(=O)=O)CC1	0%	2%	0%	-0.4%	1%	-1%	5	-5%	-2%	-3%[46.1 µM]	21%
N#CC1=C2C=Cc3ccccc3N2CCCC1=O	0%	8%	0%	-0.7%	0%	1%	-8	-6%	-6%	0%	u
COc1ccc(NC(=O)NNC(=O)c2ccc3ccccc3c2O)cc1OC	1%	4%	10%	-0.4%	-2%	3%	-37	-4%	2%	-3%	-20%
Cc1nn(CCO)c(C)c1Oc1ccccc1O	2%	-17%	0%	-0.6%	-1%	15%	11	-4%	4%	0%	0%
Cc1ccccc1NC(=O)/C(C#N)=C/c1ccc[nH]1	2%	6%	u	0.2%	-1%	7%	1	-5%	2%	-5%	u
CCC(Oc1ccccc1)C(=O)Nc1ccc(S(=O)(=O)N2CCOCC2)cc1 (configuration not stated)	-3%	-19%	-1%	-0.4%	-1%	-1%	4	-4%	10%	-3%[46.1 µM]	-21%
CC1=CC(C)(C)Nc2ccc(OC(=O)c3ccco3)cc21	-4%	-16%	u	-0.5%	2%	19%	-2	-6%	-4%	x	u
CCOC(=O)c1cc(-c2ccccc2)n(CC(=O)Nc2ccc(OC)c(OC)c2)c1C	1%	13%	0%	-2.0%	-2%	-4%	3	-4%	-9%	-1%[46.1 µM]	x
O=C(Nc1nnc(SCc2ccccc2F)s1)c1ccco1	0%	-1%	u	-0.8%	3%	1%	-15	-4%	19%	1%[46.1 µM]	u
CCN(Cc1ccccc1)C(=O)CSc1ccccc1C(=O)O	-1%	-2%	12%	0.0%	2%	-16%	15	-2%	-7%	2%	8%
CCOC(=O)N1CCN(C(=O)c2cccc(S(=O)(=O)Nc3ccccc3Cl)c2)CC1	3%	7%	4%	-1.7%	2%	-1%	-1	-1%	2%	-2%	5%
CCOc1ccc(NC(=S)NC(=O)/C=C/c2ccco2)cc1	1%	9%	-8%	-1.4%	0%	-8%	-4	-1%	-15%	x	u
Cc1ccc(-c2cc(C(=O)NCCc3ccc(S(N)(=O)=O)cc3)c3ccccc3n2)cc1	-1%	-10%	2%	0.3%	-7%	0%	-8	-12%	-3%	-5%	u
CCOc1ccc(OCCCCNCCN)cc1	0%	1%	u	-0.1%	4%	x	-10	x	-1%	x	1%
CCN1CCN(S(=O)(=O)c2ccc(C)c([N+](=O)[O-])c2)CC1	-1%	-19%	0%	-0.4%	0%	4%	4	2%	-5%	8%[46.1 µM]	20%
Cc1cc(NC(=O)Nc2ccccc2Cl)no1	0%	-15%	-8%	-0.8%	2%	-1%	-10	3%	-3%	x	u
CCC(CC)NC(=O)CON=C1c2ccccc2-c2ccccc21	-1%	-2%	-6%	-0.4%	-6%	2%	-20	3%	-25%	-6%[46.1 µM]	-11%
Cc1ccccc1C(=O)NC1CCN(CC(=O)NCc2cccs2)CC1	2%	2%	-7%	0.4%	1%	-5%	7	0%	-5%	1%	u
COc1ccccc1C(=O)NCC(=O)OCC(=O)N(CC(C)C)c1c(N)n(Cc2ccccc2)c(=O)[nH]c1=O	-3%	-1%	8%	0.1%	1%	-2%	4	-3%	-10%	-6%	-2%
CCOc1ccc(NC(=O)CN(C)C(=O)c2c(C)nn(-c3ccccc3)c2Cl)cc1OCC	-5%	6%	3%	-0.1%	0%	0%	-5	0%	-2%	4%	-10%
CN(C)/C=C1\SC(=S)N(c2ccc(F)cc2)C1=O	-10%	8%	-3%	0.5%	5%	2%	7	-4%	2%	2%	9%
O=C(N/N=C\c1ccc(CNS(=O)(=O)c2ccccc2)o1)C(=O)Nc1ccc(F)cc1	0%	-3%	u	-0.1%	4%	-6%	3	-5%	-1%	6%[46.1 µM]	7%
O=C(NCCOc1ccccc1)C1CCC(=O)N(CCc2ccccn2)C1 (configuration not stated)	1%	u	9%	-0.1%	1%	-12%	-7	-5%	3%	11%	11%
C=CCSc1cc(C)nc2c(-c3ccccc3)c(C)nn12	-3%	-2%	16%	-1.1%	-5%	-2%	-15	-3%	18%	-2%	-10%
Cc1ccc(-c2noc(CCC(=O)NC3CCCC3)n2)cc1	1%	4%	17%	-0.2%	3%	-1%	-7	-2%	7%	1%	0%
COC(=O)c1ccc(NS(=O)(=O)c2cc(C)ccc2OC)cc1	-2%	-3%	u	3.5%	3%	-3%	2	-3%	-3%	1%	-6%

From PubChem BioAssay
